TAAR1 ag: agonists of human TAAR1 | Q96RJ0 | CHO RD-HGA16 TAAR1, Fluo-8 calcium fluorescence; vehicle wells 0%, saturating PEA agonist 100% | activation, % at 3 µM | 360,000 compounds, 0.99% hits;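 active = activation above the mean activation of all test compounds in the run plus 3 SD, cut at about 38% in these data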
Target sequence (Q96RJ0 whole entry, looked up): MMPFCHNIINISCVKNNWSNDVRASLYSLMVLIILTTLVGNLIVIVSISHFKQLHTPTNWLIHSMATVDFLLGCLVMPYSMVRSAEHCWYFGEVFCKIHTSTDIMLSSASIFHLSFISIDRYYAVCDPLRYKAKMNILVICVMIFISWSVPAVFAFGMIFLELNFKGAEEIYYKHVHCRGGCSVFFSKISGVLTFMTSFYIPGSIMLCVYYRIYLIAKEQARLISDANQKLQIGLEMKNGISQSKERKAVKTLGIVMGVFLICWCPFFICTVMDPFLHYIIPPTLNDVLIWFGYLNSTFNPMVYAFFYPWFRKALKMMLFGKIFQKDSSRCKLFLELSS
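Signal – calcium-sensitive Fluo-8 signal, excitation 470-495, emission 515-575 nm · System – RD-HGA16 (CHO) cells co-expressing Gα16 and hTAAR1 · Incubation – 17-24 h seeding, 75 min 37 °C dye, 30 min RT · Compound dosing – 3 µM single concentration · Repeats – no replicates (n 1)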
CHO-K1 Ca antag: nonselective inhibitor or artifact in parental CHO-K1 cells; ATP-induced calcium, Fluo-8 fluorescence; inhibition, % at 3 µM; 360,000 compounds, 0.6% hits;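 active = inhibition above a per-plate cutoff, the plate's mean sample inhibition plus 3 SD, cut at about 24% in these data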;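 note: 0% = DMSO plus EC80 ATP and 100% = DMSO alone without ATP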
CHRM1 antagonist: human CHRM1 antagonism | AID 588852 | inhibition, % at 3 µM | P11229 | 360,000 compounds, 1.3% hits | CHO-K1 hM1, Fluo-8 calcium fluorescence, ACh EC80 antagonist;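 active = percent inhibition above its own plate's cutoff, namely the mean of that plate's compound wells plus 3 SD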;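 note: peak over basal fluorescence ratio during 140 s after agonist addition; 0% = ACh EC80 plus DMSO and 100% = DMSO alone without agonist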
Target sequence (P11229 whole entry, looked up): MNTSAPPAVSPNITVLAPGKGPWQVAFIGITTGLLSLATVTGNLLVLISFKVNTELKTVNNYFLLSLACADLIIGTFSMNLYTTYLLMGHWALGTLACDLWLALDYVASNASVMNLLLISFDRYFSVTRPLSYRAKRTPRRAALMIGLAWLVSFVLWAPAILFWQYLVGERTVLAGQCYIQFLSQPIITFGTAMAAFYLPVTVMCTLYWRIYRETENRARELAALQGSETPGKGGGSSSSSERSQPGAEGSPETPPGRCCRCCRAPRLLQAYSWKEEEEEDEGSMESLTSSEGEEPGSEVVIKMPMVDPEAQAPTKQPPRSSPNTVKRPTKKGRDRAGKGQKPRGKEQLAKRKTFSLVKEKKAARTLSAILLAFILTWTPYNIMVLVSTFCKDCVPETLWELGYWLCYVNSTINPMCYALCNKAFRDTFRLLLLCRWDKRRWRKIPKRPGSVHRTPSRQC
TAAR1 antagonist: antagonists of human TAAR1 | Q96RJ0 | CHO RD-HGA16 TAAR1, Fluo-8 calcium fluorescence, antagonist | inhibition, % at 3 µM | 360,000 compounds, 1.5% hits | AID 624466;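 active = inhibition above a per-plate cutoff, the mean inhibition of test compounds on that plate plus 3 SD, cut at about 49% in these data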;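 note: 0% = DMSO plus EC80 beta-PEA response and 100% = DMSO alone without agonist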
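Test system: RD-HGA16 CHO cells with stable hTAAR1 and Gα16 / Probe or stimulus: EC80 β-phenethylamine stimulus / Times: seeding 17-24 h prior, 75-min 37 °C, 30-min RT dye loading / Detection: Fluo-8 calcium-sensitive fluorescence / Read-out basis: % inhibition scaled between DMSO and EC80 PEA controls / Repeats: singlicate, one well per test compound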
M1 ag parental: nonselective activator or artifact in parental CHO-K1 cells; Fluo-8 calcium fluorescence; scaled to maximal ATP response, vehicle zero; activation, % at 3 µM; 360,000 compounds, 0.48% hits; AID 602248; in the data active = activation above about 15%;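 note: untransfected CHO-K1 host cells lacking M1 receptor as counterscreen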
M1 ag: activates human CHRM1 receptor; P11229; CHO-K1 hM1, Fluo-8 calcium fluorescence, agonist mode; 0% DMSO, 100% acetylcholine EC100; activation, % at 3 µM; 360,000 compounds, 0.33% hits;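 active = activation above the run's mean compound activation plus 3 SD, cut at about 16% in these data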;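 note: peak over basal fluorescence ratio within a 140 s kinetic read after compound addition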
CHO-K1 Ca PAM: M1 PAM counterscreen hit in parental CHO-K1 cells | ATP EC20, Fluo-8 calcium fluorescence; 0% at ATP EC20, 100% at ATP max | activation, % at 3 µM | 360,000 compounds, 0.02% hits | AID 602247;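 active = activation above the run cutoff, the mean activation of all test compounds plus 3 SD, cut at about 40% in these data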;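 note: peak over basal fluorescence ratio in a 140 s read after ATP addition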
CHO parental Ca: counter-screen: ATP calcium response change in parental CHO cells. parental CHO-K1, ATP-induced calcium, Fluo-8 fluorescence. AID 463079. inhibition, % at 5.6 µM. 330,000 compounds, 0.63% hits;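 active = inhibition above that plate's mean sample inhibition plus 3 SD, cut at about 26% in these data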;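 note: 0% = ATP-challenged DMSO wells and 100% = DMSO wells without ATP; some compounds past the cut are filed as inactive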
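Test system: untransfected parental CHO cell line; also added: ATP stimulus; dosing: 5.6 µM, single dose; signal: calcium-sensitive Fluo-8 fluorescence; measure: percent inhibition of ATP-evoked calcium rise, normalized to controls; benchmarks: low control ATP plus DMSO, high control DMSO only; replication: one well per compound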
M1 PAM: potentiates human M1 receptor response to acetylcholine. activation, % at 3 µM. CHO-K1 hM1, Fluo-8 calcium fluorescence, ACh EC20; 0% = ACh EC20, 100% = maximal ACh. 360,000 compounds, 0.088% hits. P11229; in the data active = activation above about 19%, passing the limit was not always enough
An asterisk follows results filed as active; nt = no result given.

mol	TAAR1 ag	CHO-K1 Ca antag	CHRM1 antagonist	TAAR1 antagonist	M1 ag parental	M1 ag	CHO-K1 Ca PAM	CHO parental Ca	M1 PAM
CN1/C(=C\C=C(C#N)C#N)C(C)(C)c2ccccc21	0	3	4	-2	-0.3	-4	6	-10	8
CC(=O)Nc1ccc(S(=O)(=O)Nc2cccc(-n3c(C)nc4ccccc4c3=O)c2)cc1	2	-11	-13	-2	1.4	-2	19	-24	10
CCOCCOC(=O)COc1ccc2c(=O)c(Oc3ccc(OC)cc3)coc2c1	0	3	4	-19	6.8	-3	6	-10	-3
O=C(O)c1cc([N+](=O)[O-])ccc1Nc1ccccc1	2	6	8	-12	1.5	0	6	3	1
C/C(=N\NC(=O)c1cccnc1)c1cc(C)oc1C	0	2	-1	-2	0.2	-2	-5	5	2
CC(=NCCN1CCOCC1)C1=C(O)c2ccccc2C1=O	2	-14	-1	-8	0.5	-3	17	-8	3
COc1ccc(C2(c3ccc(OC)cc3)NC(=O)N(CC(=O)N(C)C3CCC(C)CC3)C2=O)cc1 (stereo not given)	5	-6	13	-29	0.5	-3	-14	-27	-8
COc1ccc(/C=N/NS(=O)(=O)c2ccc(F)cc2)cc1COc1cc(F)ccc1[N+](=O)[O-]	2	12	19	-4	6.3	-4	-3	23	-17
Cc1ccc(N2CCN(C(=O)c3cc(COc4c(C)cccc4C)on3)CC2)c(C)c1	2	-8	2	-42	1.6	-4	11	-28	3
COc1ccc(C(=O)OCC(=O)NC2CC2)cc1S(=O)(=O)Nc1ccc(C)cc1	2	1	-5	3	0.1	3	5	-7	8
CC1(C)SC(=S)N(c2ccccc2)C1/[N+]([O-])=C/c1cccc([N+](=O)[O-])c1 (stereo not given)	2	-4	8	2	0.1	-4	-2	-7	6
Cc1ccccc1-c1nsc(SCC(=O)NCc2ccc3c(c2)OCO3)n1	8	1	-8	-1	-0.1	-6	12	-15	2
N#CCn1c(CCl)nc2ccccc2c1=O	1	0	-5	-2	8.8	-3	17	0	5
COc1cc(S(=O)(=O)NC2CCCC2)ccc1-n1cnnn1	-1	-3	0	18	0.6	0	-8	-11	7
O=C(C1=C(O)C(=O)N(CC2CCCO2)C1c1ccccc1Cl)c1ccco1 (stereo not given)	4	0	1	-9	-0.5	3	-5	-4	11
CC(=O)Nc1ccc(S(=O)(=O)NCCC(=O)NC(C)c2cccs2)cc1 (stereo not given)	7	-20	-13	15	0.8	-2	15	-6	11
Nc1ccc2c(c1)C1(CCC2)NC(=O)NC1=O (stereo not given)	2	-14	-12	-15	0.8	-3	20	nt	7
CN(CC(=O)N/N=C/c1ccc(F)cc1)S(=O)(=O)c1ccccc1	5	-9	-1	-14	0.4	-3	9	nt	3
Cc1cc(=O)[nH]c(Nc2ccc(C(=O)OC(C)C)cc2)n1	5	-18	8	13	2.8	-3	15	-13	-4
COc1ccc(CN2C(=O)c3cccnc3C2Nc2ccc(OC)c(Cl)c2)cc1 (stereo not given)	7	-18	-8	2	1.5	-4	16	-20	5
O=C(NN1CCOCC1)c1ccc(Cl)cc1Cl	1	-11	-7	3	1.8	-5	20	-19	9
COc1ccc(C(=O)CN(Cc2ccccc2)C2=NCCS2)cc1	-1	-9	-6	-19	2.7	-11	29	-17	12
O=C(/C=C/c1ccc2c(c1)OCO2)NCCS(=O)(=O)N1CCN(c2ccc(F)cc2)CC1	3	4	1	20	4.1	-2	0	-10	0
CC(OC(=O)c1cc2ccccc2[nH]1)C(=O)N(C)c1ccccc1 (stereo not given)	2	-5	3	24	2.1	-4	-7	-3	-4
COc1cccc(-n2c(SCC(N)=O)nnc2-c2ccco2)c1	0	2	0	-2	-0.2	-3	1	nt	0

Filtered by structure, the entries above with an aryl thioether with sulfur outside any ring.
mol	TAAR1 ag	CHO-K1 Ca antag	CHRM1 antagonist	TAAR1 antagonist	M1 ag parental	M1 ag	CHO-K1 Ca PAM	CHO parental Ca	M1 PAM
Cc1ccccc1-c1nsc(SCC(=O)NCc2ccc3c(c2)OCO3)n1	8	1	-8	-1	-0.1	-6	12	-15	2
COc1cccc(-n2c(SCC(N)=O)nnc2-c2ccco2)c1	0	2	0	-2	-0.2	-3	1	nt	0

Later entries
mol	TAAR1 ag	CHO-K1 Ca antag	CHRM1 antagonist	TAAR1 antagonist	M1 ag parental	M1 ag	CHO-K1 Ca PAM	CHO parental Ca	M1 PAM
Cc1ccc(S(=O)(=O)N2CCN(C(=O)CSc3nnc(-c4ccco4)o3)CC2)cc1	1	-12	-13	-16	0.7	-2	-1	5	6
Cn1c(SCc2ccccc2F)nc2ccccc2c1=O	0	-5	3	-12	5.0	-1	6	-24	-8
COCC(CN1CCN(C2=NS(=O)(=O)c3ccccc32)CC1)OC(=O)c1ccc(OC)cc1 (stereo not given)	-1	-7	-4	-12	0.1	-7	-7	-16	8
CCCCc1ccc(NC(=S)Nc2ccc(Nc3ccc(OC)cc3)cc2)cc1	2	10	-5	4	-0.5	-2	-10	2	5
CCN(CC)CCNC(=O)C1c2cc(OC)c(OC)cc2C(=O)N(C)C1c1cccs1 (stereo not given)	1	-15	1	-22	3.3	-7	21	-13	3
Cc1csc(NC(=O)c2cc3ccccc3o2)n1	2	-17	-9	9	0.8	-4	8	-13	11
COc1ccc(NC(=O)CN2C(=O)NC3(CCCC3)C2=O)c(OC)c1	0	4	7	3	0.5	-2	-18	-14	-3
O=S1(=O)CC(O)C(Nc2ccccc2Cl)C1 (stereo not given)	8	-8	-12	-2	0.5	0	14	4	9
CCN1C(=O)[C@H]2[C@@H](c3ccc(OC)cc3)N[C@]3(CCCN(Cc4ccc(Br)cc4)C3=O)[C@H]2C1=O	1	-19	-12	-22	0.5	-2	9	nt	13
Cc1ccc2c(c1)N(CC(=O)NCCC1=CCCCC1)C(=O)c1cccnc1O2	1	12	12	-5	0.6	-1	-5	-8	-7
CC(Nc1oc(-c2ccco2)nc1C#N)c1ccccc1 (stereo not given)	-2	-7	-6	-13	1.0	-12	21	-8	14
Cc1cccc(C(=O)N2CCCC(N3CCN(c4ccccc4)CC3)C2)n1 (stereo not given)	0	-5	-6	9	0.8	-3	10	-20	5
CC1=Nc2cc(C(=O)NCc3ccco3)ccc2Sc2ccc(C)cc21	9	-15	-1	-5	-0.2	-6	21	-11	3
O=C(c1ccco1)N1CCN(c2ccc([N+](=O)[O-])c(N3CCOCC3)c2)CC1	1	-1	-7	4	1.7	-12	19	-10	9
CCCCCn1c(=O)[nH]c2cc(C(=O)NCc3ccccn3)ccc2c1=O	-2	-4	-17	-17	1.2	-2	0	-21	5
Cc1cc(NC(=O)COc2ccccc2C#N)no1	3	-11	-8	-11	-0.1	-4	-5	5	9
C=CCNC(=O)C(=O)c1c(-c2ccccc2)[nH]c2ccccc12	0	2	-7	-9	1.8	-1	3	-8	0
Cc1ccc(CN2CCC(C)(Oc3cccc(Cl)c3)C2)cc1 (stereo not given)	7	-8	15	-22	0.2	-4	19	nt	-10
CC1CCN(c2ccccc2NC(=O)c2ccc(N3CCOCC3)c([N+](=O)[O-])c2)CC1	5	-17	-13	7	0.3	1	-14	-14	2
NC1=NC(=O)S/C1=C\c1ccc(O)cc1	2	1	13	-23	0.1	-7	-14	0	-6
Cc1nc2ccc(NC(=O)c3ccc(Cl)c([N+](=O)[O-])c3)cc2s1	6	-4	0	-33	0.1	-4	3	-31	6
Cc1ccc(S(=O)(=O)N(CCO)c2cc3c(s2)CCCC3)cc1	2	-17	-30	3	1.1	-3	24	-25	2
O=c1[nH]ncc(N2CCN(C(c3ccccc3)c3ccccc3)CC2)c1Cl	23	10	18	23	-0.7	-11	-4	-18	-12
CCOC(=O)C1CCCN(CC(O)COc2cccc(C)c2)C1 (stereo not given)	1	-9	-13	-1	1.5	-7	25	-7	7
COc1cc(/C=C2\SC(=S)N(Nc3ncc(C(F)(F)F)cc3Cl)C2=O)ccc1O	52*	22	30*	66*	15	11	7	40*	-4

Next part, starting with the last two of the part before.
mol	TAAR1 ag	CHO-K1 Ca antag	CHRM1 antagonist	TAAR1 antagonist	M1 ag parental	M1 ag	CHO-K1 Ca PAM	CHO parental Ca	M1 PAM
CCOC(=O)C1CCCN(CC(O)COc2cccc(C)c2)C1 (stereo not given)	1	-9	-13	-1	1.5	-7	25	-7	7
COc1cc(/C=C2\SC(=S)N(Nc3ncc(C(F)(F)F)cc3Cl)C2=O)ccc1O	52*	22	30*	66*	15	11	7	40*	-4
N#Cc1cccc(NC(=O)COC(=O)CCc2nc3ccccc3c(=O)[nH]2)c1	1	-2	-5	-10	0.2	-3	-9	-3	5
Cc1cc(/C=C2/NC(=O)N(Cc3ccccc3F)C2=O)c(C)n1-c1ccccn1	2	1	-10	13	0.1	-9	-1	-11	2
O=C(c1cc(S(=O)(=O)Nc2ccccc2F)c(Cl)cc1Cl)N1CCN(CCO)CC1	3	-11	-13	1	0.4	3	18	-5	21
Cc1c(C(=O)OCC(=O)Nc2ccccc2OC(F)F)cccc1[N+](=O)[O-]	5	11	6	23	2.4	-6	17	-18	-6
O=C(NC(=S)NCc1nc2ccccc2[nH]1)c1ccccc1F	1	-12	-5	-12	0.3	-4	-4	-15	4
CN1CCN(C(=O)c2cc3c(c(-c4cccc(-c5cccnc5)c4)n2)[C@H](CCO)N(C(=O)CC2CC2)C3)CC1	2	-20	nt	-15	0.5	nt	10	nt	nt
Cc1cc(C)cc(N2C(=O)CC(Sc3ccccc3C(=O)O)C2=O)c1 (stereo not given)	0	-2	-8	-10	-0.2	-1	-6	-12	6
Cc1cccc(CSc2nc3ccccc3c(=O)n2C)c1	7	-8	30	7	6.8	-2	2	-5	-6
Cc1ccc(SCc2cn3c(C)cc(C)nc3n2)cc1	0	-10	-6	-1	1.1	-2	6	-13	4
COc1ccc(CC2(CO)CCN(Cc3cccn3-c3ccccn3)CC2)cc1	1	-9	-4	-16	0.1	-9	12	-15	1
Cc1cc(NC(=O)COC(=O)c2ccccc2[N+](=O)[O-])no1	13	-12	-8	-8	2.0	1	19	10	8
CCOC(=O)C1=C(COC(=O)c2ccc(Br)c(S(=O)(=O)N3CCOCC3)c2)NC(=O)NC1C (stereo not given)	20	2	11	24	2.9	1	-17	nt	1
CCn1nc(NC(=O)C(C)(C)C)c2cc3cccc(C)c3nc21	1	-18	-25	-12	-1.8	-8	-7	-31	13
CCOc1ccc(-n2c(C)nc3cc(C(=O)NCC4CCCO4)ccc32)cc1 (stereo not given)	1	-7	-11	-25	1.0	-2	5	5	6
O=C(Cn1nnc2ccccc21)c1ccccc1	1	-6	-6	-5	0.6	-5	30	-6	8
C/C(=N\N=C(N)N)c1ccc(Cl)c(Cl)c1	22	-13	-8	-1	2.7	-5	-2	-11	14
CN(CC(=O)Nc1cccc2c1CCCC2)S(=O)(=O)c1ccc(Cl)cc1	1	-14	-5	13	-0.3	4	-13	-14	16

Compound activity as filed in PubChem.
